# HUVEC inhibit: inhibitors of human endothelial cell proliferation | HUVEC proliferation, CellTiter-Glo luminescence, 72 h; hits give low values | 86,000 tested, 1.1% active | viability, % at 10 µM (by protocol) | AID 648;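 active = viability at or below 30%; inactive = viability above 30%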;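 note: 100% = median luminescence of DMSO-only cell control wells on each plate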
# H69AR inhibit: blocks growth of human H69AR lung tumor cells; H69AR lung tumor viability, ATP luminescence, 72 h; hits give low values; viability, % at 10 µM; 85,000 tested, 6% active;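 active = viability at or below 40%; inactive = viability above 40%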;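 note: multidrug resistant small cell line overexpressing MRP-1 efflux transporter; 100% = mean luminescence of untreated control wells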
# PostGolgi ctrl: yeast control strain growth, post-Golgi counter-screen. AID 738. 98,000 tested, 5% active. inhibition, % at 10 µM. efflux-deficient yeast background strain, growth absorbance A615, 16 h; in the data active = inhibition above about 30%
# LYP act: increases human PTPN22 phosphatase activity; Q9Y2R2; 96,000 tested, 0.11% active; activation, % at 2 µM; AID 697; recombinant LYP, DiFMUP fluorescence; 0 = plate median, 100 = signal doubled;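 active = activation at 2 µM above a set limit, the mean plus 5 SD, cut at about 37% in these data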
# Target sequence (Q9Y2R2 whole entry, looked up): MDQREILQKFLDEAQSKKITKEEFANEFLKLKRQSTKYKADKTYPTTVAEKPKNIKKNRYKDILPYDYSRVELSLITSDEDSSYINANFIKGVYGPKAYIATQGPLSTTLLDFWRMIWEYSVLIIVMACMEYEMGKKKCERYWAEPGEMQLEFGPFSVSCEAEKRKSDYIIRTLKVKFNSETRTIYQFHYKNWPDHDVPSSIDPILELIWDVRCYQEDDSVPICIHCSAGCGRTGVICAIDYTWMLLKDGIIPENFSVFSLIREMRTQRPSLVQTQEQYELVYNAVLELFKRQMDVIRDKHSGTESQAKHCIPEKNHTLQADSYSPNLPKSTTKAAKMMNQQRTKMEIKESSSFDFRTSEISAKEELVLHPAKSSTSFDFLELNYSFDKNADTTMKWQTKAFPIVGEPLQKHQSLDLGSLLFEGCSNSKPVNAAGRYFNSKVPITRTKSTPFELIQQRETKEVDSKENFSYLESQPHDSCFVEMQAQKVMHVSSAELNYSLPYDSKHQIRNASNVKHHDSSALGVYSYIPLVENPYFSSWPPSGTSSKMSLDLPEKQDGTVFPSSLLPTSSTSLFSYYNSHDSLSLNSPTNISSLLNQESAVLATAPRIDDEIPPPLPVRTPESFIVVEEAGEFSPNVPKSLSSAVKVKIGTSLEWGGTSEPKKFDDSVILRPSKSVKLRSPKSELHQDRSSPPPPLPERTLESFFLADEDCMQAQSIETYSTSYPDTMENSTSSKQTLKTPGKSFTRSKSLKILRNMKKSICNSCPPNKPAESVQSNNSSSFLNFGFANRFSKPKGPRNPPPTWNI
# S1P2 antag: antagonists of human S1P2 receptor | inhibition, % at 5 µM | 97,000 tested, 0.21% active | AID 736 | cell-based S1P2 antagonist assay, inhibition at 5 uM | O95136; in the data active = inhibition above about 45%;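 note: CRE beta-lactamase reporter cells expressing human S1P2 stimulated with S1P; 0% = agonist at EC80 alone and 100% = agonist plus reference antagonist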
# sEH inh: soluble epoxide hydrolase (human) inhibition | P34913 | recombinant human sEH enzymatic activity assay | inhibition, % at 2 µM | 91,000 tested, 0.34% active; in the data active = inhibition above about 80%; note: values of inactives mirror those of a sister screen read the other way; many of its hits are not listed in these tables
# Lung fibro prol: blocks proliferation of human lung fibroblasts; LL 47 human lung fibroblast viability, ATP luminescence; hits give low values; viability, % at 10 µM; 85,000 tested, 1.1% active;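 active = viability at or below 50% in the single dose screen; inactive = viability above 50%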;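 note: compound exposure lasted 72 h before the ATP readout; 100% = median luminescence of untreated cell-only wells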
#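 Material: Human LL 47 lung fibroblast cells | Input: 1,150 cells/well | Buffer or medium: IMEM plus 15% FBS | Compound dosing: 0.1% DMSO in all compound wells | Times: Overnight cell rest, 72 h compound treatment at 37 °C | Signal: CellTiter-Glo luminescence measuring cellular ATP | Measure: % viability versus median cells-only luminescence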
# sEH act: soluble epoxide hydrolase (human) activation; purified human sEH enzymatic activity, activator screen; AID 717; activation, % at 2 µM; 91,000 tested, 0.04% active; in the data active = activation above about 37%; note: values of inactives mirror those of a sister screen read the other way
# S1P2 ag: S1P2 (human) receptor agonism; 97,000 tested, 0.46% active; S1P2-expressing cell line, agonist reporter read-out; O95136; activation, % at 4.5 µM; in the data active = activation above about 16%;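 note: 0% = vehicle low control and 100% = maximal reference agonist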
# Active calls of the source: *; · = not tested or not shown. This is a subset (hit frequency here may not be typical).
SMILES,S1P2 ag,LYP act,sEH act,Lung fibro prol,S1P2 antag,HUVEC inhibit,H69AR inhibit,PostGolgi ctrl,sEH inh
CC(C)(C)c1cccc(OCCCSc2ncccn2)c1,-2.8,-5.4,0.6,94.5,9.3,116.9,103.0,10.1,-2.1
CCCn1c(O)c2ccc(C(=O)N=NC(=O)c3cccnc3)cc2c1O,-3.3,8.7,4.1,·,-7.6,·,·,3.9,-4.5
CCCCCOc1ccc(C2NC(=O)NC2=O)cc1 (configuration not stated),-3.9,0.2,1.2,91.4,14.4,111.1,85.7,24.8,-2.2
CC(C(=O)Nc1cccc([N+](=O)[O-])c1)n1nnc2ccccc21 (configuration not stated),-3.5,-2.3,-13.6,·,2.7,·,·,2.2,13.2
Cc1cccc(C(=O)NNC(=O)C(=O)NC(C)(C)C)c1,-3.9,17.7,-27.7,·,-6.0,·,·,-5.5,27.4
O=C(O)c1c2c(nc3ccc(F)cc13)CCC2,-7.7,-0.5,2.2,93.3,4.8,89.2,92.6,·,-1.6
Cc1ccc2nc(C(=O)O)c(C(=O)O)nc2c1,-4.9,10.0,6.5,100.9,-7.1,85.8,90.8,11.2,-4.5
COc1cc2nc(-c3ccccc3)nc(N3CCCC3)c2cc1OC,-4.5,-6.7,6.8,82.8,6.3,85.5,96.3,10.9,-3.0
COCCNS(=O)(=O)c1ccccc1,0.3,11.2,26.4,99.3,-21.1,92.8,96.6,-3.9,-33.8
Cc1ccccc1Cn1c(=N)n(CC(O)c2ccco2)c2ccccc21 (configuration not stated),-4.5,-4.8,8.0,81.2,23.0,83.2,40.7,18.5,-9.9
C#CCN(N(C)c1ncc(C(F)(F)F)cc1Cl)S(=O)(=O)c1ccc2ccccc2c1,-1.9,-3.9,11.8,93.6,-31.7,93.9,84.0,2.2,-10.2
CC(C)(C)C1(c2ccccc2)NC(=O)N(CC(=O)N2CCOCC2)C1=O (configuration not stated),-0.2,-6.7,5.6,100.2,-11.3,102.9,102.0,8.8,-9.3
C=CCOc1ccc(C2C(C(=O)c3ccco3)=C(O)C(=O)N2Cc2cccnc2)cc1 (configuration not stated),-4.8,-2.3,-11.9,98.7,0.5,94.2,101.6,25.2,12.6
O=C(NCc1cccs1)c1nc2c(nnn2Cc2ccccc2Cl)c(=O)[nH]1,-3.0,-6.9,3.8,34.8*,26.2,24.1*,44.6,-4.9,-0.2
Cc1cc(N2CCN(C(=O)c3ccco3)CC2)n2nc(C)c(-c3ccccc3)c2n1,-5.5,-8.3,11.9,99.7,-12.0,80.0,17.6*,97.9*,-10.0
CN(Cc1ccccc1)S(=O)(=O)c1ccc(NS(=O)(=O)Cc2ccccc2)cc1,-3.1,-0.2,-10.4,98.6,-13.2,73.9,72.9,9.6,11.7

# Sorted by heavy-atom count (largest number first): three of the compounds above.
SMILES,S1P2 ag,LYP act,sEH act,Lung fibro prol,S1P2 antag,HUVEC inhibit,H69AR inhibit,PostGolgi ctrl,sEH inh
C#CCN(N(C)c1ncc(C(F)(F)F)cc1Cl)S(=O)(=O)c1ccc2ccccc2c1,-1.9,-3.9,11.8,93.6,-31.7,93.9,84.0,2.2,-10.2
O=C(NCc1cccs1)c1nc2c(nnn2Cc2ccccc2Cl)c(=O)[nH]1,-3.0,-6.9,3.8,34.8*,26.2,24.1*,44.6,-4.9,-0.2
COCCNS(=O)(=O)c1ccccc1,0.3,11.2,26.4,99.3,-21.1,92.8,96.6,-3.9,-33.8

# Following part.
SMILES,S1P2 ag,LYP act,sEH act,Lung fibro prol,S1P2 antag,HUVEC inhibit,H69AR inhibit,PostGolgi ctrl,sEH inh
CCCOc1ccc(C(O)(CCC)CCN2CCCCC2)cc1 (configuration not stated),-9.3,26.9,3.8,106.9,17.8,90.8,92.8,·,1.7
CCCSc1nc(C)c(C(C)=O)cc1C#N,-1.1,0.6,-0.5,101.7,-22.9,108.3,98.1,-11.0,0.8
Cc1ccc(OCCn2c(NC(=O)c3ccco3)nc3ccccc32)cc1,-9.3,3.2,-4.3,56.5,12.8,54.8,26.4*,-3.7,3.9
COC(=O)c1ccc(C(C(=O)NC2CCCCC2)N(C(=O)Cc2cccs2)C2CC2)cc1 (configuration not stated),-2.5,1.6,5.7,·,-7.8,·,·,-4.3,-1.4
CNc1nnc(-c2cc3cc(Cl)ccc3oc2=O)s1,-1.4,-1.5,-12.5,102.7,5.7,99.3,95.0,14.2,7.3
Cc1csc(NC(=O)CSc2nnc(-c3ccc(Cl)cc3)n2N)n1,-7.8,10.2,4.2,93.8,15.9,78.4,96.7,2.8,-2.2
CCOC(=O)c1c(-c2ccco2)csc1N,-3.6,-8.6,-4.0,102.3,8.9,89.4,94.8,7.4,0.9
CCOc1ccc2nc(N3CCC(C(=O)N4CCN(c5ccccn5)CC4)CC3)sc2c1,·,·,·,97.0,·,64.8,43.4,42.7*,·
COc1ccccc1NC(=O)C(C)NS(=O)(=O)c1ccc(Cl)cc1 (configuration not stated),-2.5,-3.8,-11.7,92.5,3.5,84.2,85.3,3.8,10.5
CSCCC(C(=O)OCC(=O)c1ccc(C)c(C)c1)N1C(=O)c2cc(Cl)c(Cl)cc2C1=O (configuration not stated),-1.5,-6.9,2.7,·,-13.6,·,·,-4.9,-4.5
O=C(C1CC1)n1cc(C(=S)N2CCOCC2)c2ccccc21,-3.3,8.1,-8.3,106.9,3.9,106.8,98.5,5.6,7.0
O=S(=O)(Nc1ncnc2sc3c(c12)CCC3)c1ccc(Cl)s1,0.9,-4.6,4.5,100.0,2.6,72.5,81.0,21.1,-1.1
Cc1cc(C)c(C#N)c(SCc2ccc3c(c2)OCO3)n1,-1.9,-8.5,6.4,97.6,9.1,99.7,97.8,-0.1,-6.6
COC(=O)Nc1nnc(Cc2ccccc2)s1,-2.3,-6.0,13.4,91.2,-27.1,100.8,96.6,8.1,-13.3
O=C(C1CC(c2ccc(F)cc2)=NO1)N1CCN(c2ccccc2)CC1 (configuration not stated),-1.7,3.0,8.3,97.2,15.2,98.2,98.3,-4.2,-11.1
Cc1ccc(-n2nnc3c(SCC(=O)NCc4ccco4)ncnc32)cc1,-0.4,3.7,12.3,·,-1.0,·,·,4.5,-9.2
Fc1ccc(-n2c(-c3ccco3)nc3nc4ccccc4nc32)cc1,-0.7,4.3,3.0,94.1,-4.5,77.0,80.0,10.9,-4.4
CCCCCCOc1ccc(N2C(=O)CC(NCCc3ccc(S(N)(=O)=O)cc3)C2=O)cc1 (configuration not stated),-0.3,-1.8,3.0,109.3,-2.1,96.7,96.3,4.4,-1.1
Cc1cc(C)n(C2=NS(=O)(=O)c3ccccc32)n1,-7.2,2.6,-4.8,100.3,8.8,114.4,86.8,4.5,4.3
CC(C)C(c1nnnn1Cc1cccs1)N1CCN(C2CCCC2)CC1 (configuration not stated),-3.6,5.2,4.4,93.7,-5.4,85.1,83.0,2.1,-0.6
CC1CCN(C(=O)CN2C(=O)C(=O)c3ccccc32)CC1,-5.5,-3.7,·,88.9,23.8,85.7,53.9,13.8,·
Cc1ccc(=O)n(C(C(=O)NCc2ccco2)C(=O)c2ccc(F)cc2)c1 (configuration not stated),-5.3,-1.4,-12.6,98.9,-16.7,88.9,105.6,-4.3,13.0
O=c1c2ccccc2nc(SCc2ccc([N+](=O)[O-])cc2)n1-c1ccccc1,-6.0,0.6,-25.9,·,5.4,·,·,14.8,26.3
CNC(C)c1cc(OC)ccc1OC (configuration not stated),-5.1,-0.8,-0.3,105.0,-6.6,97.5,99.0,-2.9,0.1
CCC(=O)NC(Nc1cccc(C)n1)(C(F)(F)F)C(F)(F)F,-0.7,-4.6,-4.5,106.1,1.4,93.8,91.4,3.2,3.8
CCCNS(=O)(=O)c1ccc(OCC(=O)OC)cc1,-8.2,7.3,-9.9,105.0,-10.6,118.3,87.7,-0.4,11.0
O=C(NC(Nc1cc(C(F)(F)F)ccc1Cl)C(=O)c1ccccc1)c1ccccc1 (configuration not stated),6.4,0.2,2.4,·,9.7,·,·,-3.2,-4.5
COc1cc(/C=N/n2c(SC)nnc(C(C)(C)C)c2=O)ccc1O,-4.9,-8.0,-5.7,105.7,14.8,111.3,80.0,-3.0,7.2
CCOC(=O)c1cnc(-n2nc(C)cc2C)nc1NC(C)c1ccccc1 (configuration not stated),·,·,·,16.9*,·,40.6,2.0*,44.4*,·
Cc1ccc(CNC(=O)CCc2c(C)nc3ncnn3c2C)cc1,-10.7,5.4,-33.9,96.2,6.4,98.1,86.8,5.0,33.9
CC(NC(=O)C1CCCCC1)C(=O)NC1=NCCS1 (configuration not stated),-2.8,6.7,27.3,97.0,-17.9,81.2,91.0,9.6,-24.8
N#C/C(=C(/O)COc1cccc2ccccc12)c1nc2ccccc2[nH]1,0.0,-1.8,-5.1,·,-7.7,·,·,-2.2,2.2
CCn1c(SCC(=O)NCc2ccc(F)cc2)nc2c(c1=O)SC(C)C2 (configuration not stated),·,·,·,93.2,·,87.6,96.4,19.0,·
CCOC(=O)c1c(C)n(C(=O)c2ccco2)c(=O)n1C(=O)c1ccco1,-4.3,-0.4,-10.6,98.5,10.8,95.0,92.5,12.6,10.6
CNc1ccccc1C(C)(C)c1cc(-c2ccco2)n[nH]1,-7.7,7.0,-9.3,91.1,5.3,89.2,98.5,18.0,8.1
O=C(CN1C(=O)CSc2ncccc21)N1CCOCC1,·,·,·,100.6,·,94.2,95.7,3.9,·
CCN1C(=O)CC(C(=O)O)SC1=Nc1ccc(OC)cc1 (configuration not stated),-4.9,0.8,-2.6,104.2,-4.6,101.9,100.2,14.5,4.6
Cc1ccc(CCNC(=O)CN(C)S(=O)(=O)c2ccc3c(c2)c(=O)n(C)c(=O)n3C)cc1,-8.4,-6.2,7.7,96.5,13.7,99.4,97.8,15.7,-8.8
CC(=O)OCc1nc2sc3c(c2c(=O)[nH]1)CCCC3,-3.1,-11.4,-4.4,95.0,-21.6,87.3,99.6,·,6.8
CCOc1ccc2c(c1)c(C(C)=O)c(C)n2-c1ccccc1,0.9,-11.0,-1.5,89.3,-1.9,86.5,82.7,41.1*,-0.8
N=c1n(CC(=O)O)c2ccccc2n1Cc1ccccc1Cl,-2.7,-9.8,2.6,97.0,-11.0,96.3,103.0,3.4,-4.4
C=CCN(c1ccccc1)S(=O)(=O)c1ccc2c(c1)oc(=O)n2C,-5.7,1.5,3.1,82.8,4.1,87.5,87.1,29.4,-0.8
CCOc1ccc(-c2nnn(CC(=O)NCc3ccco3)n2)cc1,-4.9,-9.4,10.4,91.7,3.3,80.8,47.2,3.5,-13.1
CCc1nnc(NC(=O)CSc2nnc(COc3cccc(C)c3)o2)s1,-3.0,6.2,3.1,97.3,20.3,95.2,94.7,-1.6,-5.5
Cc1cc(C(=O)O)cc(S(=O)(=O)N2CCOCC2)c1C,-3.0,11.0,-5.5,96.1,-13.0,100.5,97.0,5.8,3.4
CC(=O)Nc1cc(C(=O)N2CCCC2)ccc1S(=O)(=O)c1ccc(Cl)cc1,1.8,22.2,15.2,98.3,4.8,103.2,103.2,7.1,-18.3
O=C(CSc1nnc(-c2ccncc2)o1)Oc1ccccc1,-1.4,-0.9,14.4,97.7,9.0,89.3,77.6,14.4,-18.4
COc1ccc(C(=O)NCCCN2CCCC2=O)cc1,-7.0,7.7,1.4,102.3,-21.1,90.2,92.9,-0.8,0.1
CC(C)(C)N1CC2(c3ccccc3)CN(C(C)(C)C)CC(c3ccccc3)(C1)C2=O,-6.0,3.9,13.4,·,9.0,·,·,2.6,-16.1
O=C(c1cccc(COc2cccc3ccccc23)c1)N1CCCC1,-5.5,1.1,-4.3,94.6,-1.6,67.7,84.3,·,5.4
CC(=O)Nc1nc(SCc2ccc(Cl)cc2Cl)n[nH]1,-2.1,5.2,-4.6,·,6.2,·,·,-1.9,5.4
